High-throughput results from PubChem BioAssay.
iPSC survival up = increases survival of single human iPS cells; hiPSC single-cell survival, ATPlite luminescence; 100% = ROCK inhibitor wells, 0% = DMSO; survival enhancement, % at 20 µM; actives 0.044% (n = 360,000); AID 602274; in the data active = survival enhancement above about 18%;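 note: cells exposed to compounds for 16 hours before the ATP read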
TRPM1 prom inh = MITF TRPM1 promoter inhibition in SK-MEL-5 cells; SK-MEL-5 TRPM1 promoter luciferase, 24 h; actives 0.83% (n = 330,000); inhibition, % at 12.5 µM; AID 488899;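 active = mean inhibition across replicates of 60% or more, whatever share of single replicates reaches that level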; note: values of inactives mirror those of a sister screen read the other way
NR2E3 ag-1 = agonists of human NR2E3 nuclear receptor; Q9Y5X4; CHO-S Gal4-NCOR/VP16-NR2E3 two-hybrid, luciferase; inhibition of corepressor binding, % at 3.98 µM; actives 0.35% (n = 360,000); AID 602229;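 active = inhibition above the mean of all tested compounds plus 3 SD, cut at about 70% in these data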;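 note: 0% = DMSO with NR2E3 transfected cells and 100% = cells lacking NR2E3 construct; higher means lower luciferase signal from less NR2E3 corepressor binding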
Target sequence (Q9Y5X4 whole entry, looked up, the tested form may be a part): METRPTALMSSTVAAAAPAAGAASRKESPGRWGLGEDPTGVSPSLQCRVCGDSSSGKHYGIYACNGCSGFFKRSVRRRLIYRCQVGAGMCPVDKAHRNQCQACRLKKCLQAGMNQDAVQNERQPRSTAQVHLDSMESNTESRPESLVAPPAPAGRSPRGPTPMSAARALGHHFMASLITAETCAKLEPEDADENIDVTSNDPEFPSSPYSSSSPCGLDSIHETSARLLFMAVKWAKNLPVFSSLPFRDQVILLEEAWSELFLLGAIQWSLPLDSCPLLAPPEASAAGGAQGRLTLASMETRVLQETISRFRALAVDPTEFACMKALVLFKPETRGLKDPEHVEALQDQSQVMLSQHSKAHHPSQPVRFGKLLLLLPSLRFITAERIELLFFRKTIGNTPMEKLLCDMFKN
CF NFkB inh = inhibitors of cystic fibrosis induced NF-kB | inhibition, % at 5 µM | actives 0.86% (n = 360,000) | KKLEB NF-kB-GFP reporter, PAF-induced, GFP fluorescence overnight;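 active = at least 50% inhibition at 5 µM, scaled per plate between neutral and stimulator controls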;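 note: PAF is a Pseudomonas aeruginosa culture filtrate used as stimulus; plate controls were PAF-stimulated DMSO wells for no effect and unstimulated DMSO wells for full effect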
KKLEB tox = CF airway cell cytotoxicity counter-screen; KKLEB CF airway cells viability, ATPlite luminescence, overnight; hits give low values; cells stimulated with P. aeruginosa culture filtrate; activity change (cytotoxicity), % at 5 µM; actives 0.36% (n = 360,000);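 active = corrected activity change at or below -50% at 5 µM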
Peg3 prom inh = inhibitors of Peg3 promoter; HeLa PEG-Prom luciferase reporter, luminescence, overnight; inhibition, % at 20 µM; actives 1.7% (n = 360,000); AID 588405;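 active = inhibition of at least 50% at 20 µM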
HIF-2a inh = HIF-2a inhibition; inhibition, % at 18.8 µM; 786-0 RCC cells HIF-2a reporter, luciferase luminescence, overnight; AID 624352; actives 0.72% (n = 360,000);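 active = inhibition of the luminescence signal of 40% or more relative to plate controls, in a single-dose primary screen at 18.75 µM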
Shn3 3UTR inh = reduces Shn3 3'UTR luciferase signal in osteoblasts; actives 0.52% (n = 360,000); AID 588674; Clone20 osteoblast Shn3 3'UTR firefly luciferase, 24 h; inhibition, % at 12.5 µM;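 active = mean inhibition of at least 75% with every replicate also reaching 75%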;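 note: 0% = median of neutral control wells and 100% = pilot-screen positive control compound; some compounds past the cut are filed as inactive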
aDG glyco act = alpha-DG glycosylation activation; actives 0.22% (n = 360,000); activation, % at 10 µM; Pro5-aDG cells, alpha-DG glycosylation AlphaScreen (IIH6); 0% Pro5, 100% B10-LARGE cell signal;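 active = activation of at least 8% versus controls, or a plate z-score of at least 8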;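 note: Pro5 are CHO cells carrying HIG-tagged alpha-DG that lacks glycosylation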
TWEAK-Fn14 inh = inhibitors of TWEAK-Fn14 interaction signaling; actives 2% (n = 360,000); AID 1159606; TWEAK-stimulated Fn14 reporter cells, luciferase luminescence, 8 h; inhibition, % at 10 µM; in the data active = inhibition above about 50%
NR2E3 ag-2 = agonists of human nuclear receptor NR2E3 | Q9Y5X4 | actives 0.12% (n = 320,000) | inhibition of corepressor binding, % at 4.78 µM | AID 2300 | GST-NR2E3/biotin-RetCOR TR-FRET, 1536-well;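 active = percent inhibition above the cutoff of mean plus 3 SD of all tested compounds, set per screening campaign, cut at about 20% in these data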;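 note: 0% = DMSO wells and 100% = biotin wells as full block of FRET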
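Material: NR2E3–RetCOR corepressor complex | Quantity: 1.35 nM GST-tagged NR2E3 final | Schedule: 5 h at 4 °C | Replication: Singlicate compound wells | Reagent: RetCOR corepressor, biotinylated, 7 nM | Controls: Biotin wells as high control, 0.6% DMSO wells as low control | Signal: TR-FRET, Eu(K)-anti-GST donor, streptavidin-D2 acceptor, ex 340, em 617/671 nm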
Numbers without * were called inactive; . = not tested or not shown.

SMILES	iPSC survival up	TRPM1 prom inh	NR2E3 ag-1	CF NFkB inh	KKLEB tox	Peg3 prom inh	HIF-2a inh	Shn3 3UTR inh	aDG glyco act	TWEAK-Fn14 inh	NR2E3 ag-2
CC(=O)NC(NC(=S)Nc1cccc(Br)c1)C(Cl)(Cl)Cl (stereo not drawn)	-0.2	8	0	6	-11	12	20	3	0.2	8	-1
CC(=O)c1cccc(NC(=O)N2CCOCC2)c1	-0.6	-12	-8	9	0	12	12	16	0.0	-15	.
CCCCn1c(N)c(N(CCOC)C(=O)CSc2ccc([N+](=O)[O-])cc2)c(=O)[nH]c1=O	-1.1	0	-11	6	-10	0	-2	4	-0.1	14	3
NC(=O)C1=C[C@@H](c2ccccc2)C[C@@H](OCc2ccc(CO)cc2)O1	1.9	-6	3	9	-3	-8	-10	14	-0.1	2	2
O=C(NC1CC(=O)c2sccc21)c1cccc(C(F)(F)F)c1 (stereo not drawn)	-0.2	0	-6	-18	-10	-4	0	-9	-0.2	-17	5
O=C(COC(=O)[C@@H]1CCCN1C(=O)c1cccs1)Nc1cccc([N+](=O)[O-])c1	-1.4	2	-23	21	-15	8	4	-2	0.0	5	.
O=C(N/N=C/c1cccs1)/C(=C/c1ccccc1)NC(=O)c1ccccc1	-0.9	1	-13	8	-2	-12	18	-2	-0.3	-10	-1
CC(=O)c1ccc(N(C(=O)Cn2nnc3ccccc32)C(C(=O)NC2CCCCC2)c2cn(C)nc2C)cc1 (stereo not drawn)	0.1	0	12	-15	-8	-5	10	-5	-0.3	15	.
CCCOc1ccc(CNC(=S)Nc2ccccc2)cc1Cl	-0.3	7	20	-11	-2	-8	-64	14	0.1	-19	5
Cc1ccccc1C(=O)NCC(=O)OCCCOC(=O)CNC(=O)c1ccccc1C	0.0	9	8	1	14	-7	3	-12	0.0	-1	2
O=C1CCC(C(=O)NCc2ccccc2)N1 (stereo not drawn)	0.1	7	6	-11	-2	2	5	17	0.0	14	1
CCc1nc2ccc(C(=O)Nc3cc(-c4ccccc4)ccc3OC)cn2c1N(C)C(=O)c1cccc(OC)c1	-0.8	.	-23	38	-24	27	-17	20	-0.3	33	.
Cc1ccc(S(=O)(=O)N(CCC(=O)NCc2ccccc2F)c2ccccc2)cc1	-0.1	0	-12	-11	15	24	17	-15	0.1	13	1
COc1ccc([N+](=O)[O-])cc1Nc1ncnc2ccccc12	2.6	2	-35	-16	10	12	-14	-14	-0.1	-3	2
CC1(Oc2cccc(Cl)c2)CCN(Cc2ccc(OC(F)(F)F)cc2)C1 (stereo not drawn)	0.8	.	-5	21	-12	-11	1	-32	0.1	2	.
COc1ccccc1N(CC(=O)NCc1ccccc1C)S(=O)(=O)c1ccc(C)cc1	0.5	18	-21	4	6	11	25	26	0.2	18	1
O=c1nc(N2CCOCC2)nc2n1CCO2	-2.0	7	-21	-13	12	-1	12	6	0.1	-4	1
Cc1cc(C(O)c2ncc(-c3cccc4ccccc34)[nH]2)ccc1F (stereo not drawn)	2.3	.	-33	8	-27	25	3	8	-0.2	1	.
Cc1ccc2c(CC(=O)Nc3cccc(S(=O)(=O)N4CCOCC4)c3)coc2c1	-0.6	-3	-30	11	8	-4	-23	14	-0.1	-11	-3
O=C(NCCCc1ccc(F)cc1)C1CCC(=O)N(CCN2CCOCC2)C1 (stereo not drawn)	-0.4	-8	-16	10	-1	-6	0	6	0.0	6	0
COCCN(Cc1ccccc1)C(=O)c1ccc(C(=O)c2ccccc2)cc1	0.0	12	-3	3	-15	18	7	-5	0.1	-1	3
COc1cc(C(c2nnnn2C2CCCC2)N2CCN(C)CC2)cc(OC)c1OC (stereo not drawn)	4.2	3	0	21	-6	-1	-2	-1	-0.1	1	0
CCOC(=O)C1(CC2CCCCO2)CCN(C2CCSCC2)CC1 (stereo not drawn)	-0.6	12	-22	6	9	-1	13	10	-0.1	-14	1
N#C/C(=C/c1ccc(N2CCOCC2)o1)C(=O)N1CCOCC1	-0.8	7	-2	10	8	1	-24	-39	-0.1	-1	-5

Three of the compounds above, as a markdown table:
| smiles | iPSC survival up | TRPM1 prom inh | NR2E3 ag-1 | CF NFkB inh | KKLEB tox | Peg3 prom inh | HIF-2a inh | Shn3 3UTR inh | aDG glyco act | TWEAK-Fn14 inh | NR2E3 ag-2 |
| --- | --- | --- | --- | --- | --- | --- | --- | --- | --- | --- | --- |
| O=c1nc(N2CCOCC2)nc2n1CCO2 | -2.0 | 7 | -21 | -13 | 12 | -1 | 12 | 6 | 0.1 | -4 | 1 |
| COc1cc(C(c2nnnn2C2CCCC2)N2CCN(C)CC2)cc(OC)c1OC (stereo not drawn) | 4.2 | 3 | 0 | 21 | -6 | -1 | -2 | -1 | -0.1 | 1 | 0 |
| CC1(Oc2cccc(Cl)c2)CCN(Cc2ccc(OC(F)(F)F)cc2)C1 (stereo not drawn) | 0.8 | . | -5 | 21 | -12 | -11 | 1 | -32 | 0.1 | 2 | . |

Later entries:
SMILES	iPSC survival up	TRPM1 prom inh	NR2E3 ag-1	CF NFkB inh	KKLEB tox	Peg3 prom inh	HIF-2a inh	Shn3 3UTR inh	aDG glyco act	TWEAK-Fn14 inh	NR2E3 ag-2
O=C(CCN1C(=O)C2CCCCC2C1=O)Nc1nc2ccc(F)cc2s1 (stereo not drawn)	0.1	-39	-63	12	3	-94	-96	-42	-0.3	72*	4
Cc1ccc(CNC(=O)CCCn2nc(C)n3ccnc3c2=O)cc1	2.5	-8	-9	-38	4	-4	11	8	-0.1	17	0
O=C(NC(=S)NC(c1ccccc1)c1ccncc1)c1ccccc1 (stereo not drawn)	-2.3	20	-46	12	2	-8	24	0	3.5	33	-1
O=C(Nc1ccccc1Oc1ccccc1)c1cnccn1	-0.2	11	-1	2	2	-1	4	19	0.5	10	1
O=C(NCc1ccccn1)c1[nH]c(C(F)(F)F)nc1-c1ccccc1	2.1	.	-14	-17	21	-1	1	-11	0.1	13	.
Cc1ccc(NC(=S)NC(=O)c2cccs2)cc1F	-1.3	-91	-103	-18	7	-294	-276	-35	0.2	-23	.
CCCCCCCCOC(=O)c1c(CSC(=N)N)n(C)c2cc(Br)c(OC(C)=O)cc12	-0.5	.	-10	16	22	98*	0	-13	-0.4	-43	-1
CCOC(=O)C1CCN(C(=O)c2ccccc2NS(=O)(=O)c2ccccc2)CC1	0.1	10	1	-23	11	-1	13	-2	0.3	2	-1
Cc1ccc(CNc2ccc(N3CCOCC3)c(C(=O)O)c2)s1	0.1	12	-18	0	-1	-6	-4	11	-0.2	-4	-1
Cc1cc(=O)c2c(C)ccc(C)c2[nH]1	-0.2	5	-42	0	5	-2	11	-21	0.2	12	2
O=C(COc1ccccc1[N+](=O)[O-])NNC(=O)Nc1cccc2ccccc12	1.8	4	-17	-9	19	7	9	12	0.1	11	0
COc1cccc(CC(=O)N2CCN(S(=O)(=O)c3ccc(Br)cc3)CC2)c1	-0.3	-2	7	20	1	23	11	-8	0.1	8	-2
NS(=O)(=O)c1ccc(NS(=O)(=O)c2ccc3c(c2)OCCO3)cc1	-0.2	6	-9	6	-6	10	9	-3	-0.1	1	0
CC(C)CC(=O)Nc1cccc(-c2csc(-c3ccccc3)n2)c1	-0.3	-12	-75	14	6	-66	-117	-11	0.8	-18	2
COc1cccc(NC(=O)CCc2nnc3ccc(N4CCC(C)CC4)nn23)c1	0.8	2	1	4	-6	1	0	17	0.1	-10	-2
CCCCNS(=O)(=O)C1CCS(=O)(=O)C1 (stereo not drawn)	-3.6	-6	-15	-12	2	7	17	9	0.0	-15	0
Cn1nnnc1SCC(=O)Nc1ccccc1C(=O)NC1CC1	-1.4	-7	-20	-4	4	-8	-12	14	0.1	-4	-3
Cc1ccc(CN(Cc2cc3cc(C)ccc3[nH]c2=O)C(=O)N2CCOCC2)cc1	0.5	14	-7	-2	3	9	21	-2	-0.1	-3	-2
C=CCn1c(-c2c(C)nc3cc(C)ccn23)n[nH]c1=S	1.1	3	2	7	-5	-5	20	5	-0.3	-12	3
CC1OC(C2CCCCC2)Cc2[nH]c(=S)[nH]c(=O)c21 (stereo not drawn)	0.1	.	11	.	.	.	1	.	-0.1	-2	.
O=C(COC(=O)c1cccc(S(=O)(=O)NCc2ccccc2)c1)c1ccc2c(c1)OCCO2	-1.6	-4	-2	9	-5	10	14	1	0.6	20	8
N#CCC(=O)N/N=C/c1cn(Cc2cccc3ccccc23)c2ccccc12	1.7	25	-7	2	-10	26	15	1	-0.1	14	2
CC(C)Oc1ccc(Br)cc1C(=O)N/N=C/c1c[nH]c2ccccc12	1.4	8	-15	6	-2	19	13	20	0.1	13	-1
O=C(Nc1ccc(Cl)c(S(=O)(=O)N2CCCCC2)c1)C1=COCCO1	-0.4	-6	1	5	-1	19	3	-2	0.1	11	1
CC1Cc2ccccc2N1C(=O)CSc1nc(-c2ccccc2)cs1 (stereo not drawn)	1.0	-3	-15	-15	-1	-35	-102	-6	0.3	-17	0
C=CCn1c(=O)c2ccccc2n2c(SCC(=O)Nc3sc(C)c(CC)c3C(=O)OCC)nnc12	6.9	-13	9	-30	13	23	12	7	-0.3	-16	2
CCOC(=O)c1c(NC(=O)COC(=O)c2ccccn2)sc2c1CCC2	0.2	0	-8	20	-17	-7	-20	-7	0.0	-23	1
COc1ccc(CCNC(=O)COC(=O)C2CC2C)cc1OC (stereo not drawn)	0.2	-1	0	-8	14	-2	9	-2	-0.1	-20	-1
Cc1c(OCC(=O)NCCN2CCOCC2)ccc2c(-c3ccccc3)cc(=O)oc12	-0.1	5	-19	-4	0	18	21	9	0.0	19	1
CCC(C)(C)c1ccc(OCC(=O)N(C)C)c(C(C)(C)CC)c1	-0.7	-1	2	3	3	18	17	29	0.8	11	5
Cn1c(SCc2ccccc2)nnc1-c1cnccn1	-0.1	-51	-32	1	-1	-107	-180	1	0.6	-12	3
CC(C)(C)NC(=O)Cn1c(SCC(=O)Nc2nccs2)nc2ccccc21	0.2	3	0	-6	3	10	4	12	0.0	3	-1
N#Cc1c(N)oc(-c2ccc3c(c2)OCO3)c1-c1ccc2c(c1)OCO2	-0.8	5	-9	12	-11	0	-37	-13	0.0	3	3
CSc1nc2cc(F)c(F)cc2n1C	-0.5	-11	-8	3	7	-9	17	-3	-0.4	32	4
CCOC(=O)c1oc2nc(C(C)C)c3c(c2c1N)CC(C)(C)OC3	-1.9	1	-7	6	3	7	16	3	1.0	9	.
CCN(CC)C(=O)Oc1ccc2ccccc2c1Br	1.7	-47	-47	-5	-41	-199	-243	-26	0.1	-72	2
COc1cc(C(O)c2nc(/C=C/c3ccc(C(F)(F)F)cc3)cs2)ccc1F (stereo not drawn)	-1.7	.	-35	8	11	8	-7	22	-0.3	11	.
CCCCN1CCS(=O)(=O)N(Cc2ccccc2Br)CC(C(=O)OC)C1 (stereo not drawn)	-2.4	4	5	-4	-6	22	14	3	0.5	13	.
CCCN(C(=O)CCc1ccc(OC)cc1)c1c(N)n(Cc2ccccc2)c(=O)[nH]c1=O	-0.5	-6	-3	15	8	16	13	-12	-0.2	6	.
